Screening data (PubChem BioAssay)
MT1-MMP txn act: MT1-MMP promoter transcription activation | hit rate 0.16% among 86,000 | activation factor at 10 µM | HT1080 MT1-MMP promoter luciferase reporter, luminescence, overnight; stronger effect = higher value;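 active means activation factor of at least 2 for MT1-MMP transcription at 10 µM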
ERa coact inh: ER-alpha (human) coactivator binding inhibition; AID 629; P03372; hit rate 1.7% among 86,000; TR-FRET ER-alpha LBD / SRC-1 peptide, estradiol-bound; inhibition, % at 25.6 µM; in the data active means inhibition above about 50%;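 further: 0% = receptor plus peptide control and 100% = peptide only without receptor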
PLAP activator: human PLAP activation | P05187 | purified PLAP enzyme, luminescent substrate read-out; stronger effect = higher value | activation fold at 20 µM | hit rate 1.2% among 96,000 | AID 696; in the data active means activation fold above about 2
Target sequence (P05187 whole entry, looked up): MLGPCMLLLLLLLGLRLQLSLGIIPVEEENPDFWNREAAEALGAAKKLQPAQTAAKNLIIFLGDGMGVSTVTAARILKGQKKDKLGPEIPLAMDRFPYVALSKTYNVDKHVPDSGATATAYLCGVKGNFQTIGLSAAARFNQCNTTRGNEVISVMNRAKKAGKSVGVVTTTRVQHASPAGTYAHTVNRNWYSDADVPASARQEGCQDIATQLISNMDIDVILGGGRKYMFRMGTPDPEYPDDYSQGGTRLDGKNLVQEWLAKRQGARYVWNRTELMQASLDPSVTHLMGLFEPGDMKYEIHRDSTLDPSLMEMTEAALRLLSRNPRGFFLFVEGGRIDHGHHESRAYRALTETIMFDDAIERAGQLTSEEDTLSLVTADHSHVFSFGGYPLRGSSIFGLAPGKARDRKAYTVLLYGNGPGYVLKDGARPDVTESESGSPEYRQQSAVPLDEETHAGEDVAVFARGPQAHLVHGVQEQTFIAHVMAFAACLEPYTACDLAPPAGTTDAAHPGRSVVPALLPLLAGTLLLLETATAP
Mac1 fbg enh: increases human CD11b/CD18 adhesion to fibrinogen. P05107+P11215. K562 CD11b/CD18 adhesion to fibrinogen, ATPlite luminescence. activation, % at 10 µM. hit rate 0.07% among 93,000. AID 1499;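 active means 10 µM primary screen giving 50% or more activity, confirmed by 40% or more on retest at that dose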; further: strong numbers were not always called active; reference of the scale not given here
CD11b adhes inh: CD11b/CD18-fibrinogen binding inhibition | hit rate 0.54% among 93,000 | K562 CD11b/CD18 adhesion to fibrinogen, ATPlite luminescence; Mn2+ added to activate the integrin | P05107+P11215 | inhibition, % at 10 µM;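 active means primary inhibition of 50% or more at 10 µM, then 40% or more on retest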; further: some results filed as inactive read as strong as hits
FAK blocker: blocks human focal adhesion kinase activity; Q05397; hit rate 0.84% among 97,000; inhibition, %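 (tested at 7 µM)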; biochemical FAK kinase activity assay; in the data active means inhibition above about 19%;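 further: 0% = DMSO and 100% = reference compound high control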
ERa SRC1 pot: enhances coactivator binding to human estrogen receptor alpha; hit rate 1.3% among 86,000; coactivator binding (% of control), % at 25.6 µM; P03372; TR-FRET ERalpha-LBD/SRC-Cy5 coactivator binding, 2 h; 100 = basal binding, no effect; in the data active means activity above about 200%;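 further: binding measured in presence of low estradiol as agonist stimulus; 0% = peptide alone without receptor and 100% = receptor with peptide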
ERb SRC1 inh: blocks coactivator binding to human estrogen receptor beta; hit rate 1.3% among 86,000; inhibition, % at 25.6 µM; Q92731; TR-FRET ER-beta LBD / SRC1-Cy5 peptide binding; receptor agonist-loaded with 1 µM estradiol; AID 633;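 active means compounds whose percent inhibition of the receptor-coactivator binding signal exceeds about 50% in the single-dose screen, limit read from the data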;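 further: 0% = receptor plus peptide wells without compound and 100% = peptide-only wells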
E coli WT exp: growth inhibitors of E. coli BW25113 wild type; OD600 absorbance; growth inhibition, % at 100 µM; hit rate 0.15% among 98,000; AID 710;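 active means growth inhibition above about 50% at one test dose, limit read from the data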;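 further: growth measured after 20 h incubation at 37 °C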
An asterisk follows results filed as active; x = no result given; [ ] = another dose, or the depositor's remark. This is a random part of the collection; 5.1% or so of the library scored in one or more.

1. Cn1nc(-c2ccc(Cl)cc2)c2cc(C(=O)NCc3ccco3)sc21
2. O=S(=O)(CCSc1nc2ccccc2s1)c1nc2ccccc2s1
3. Cc1ccc(S(=O)(=O)N2CCCCC2C(=O)N2CCN(Cc3ccccc3)CC2)cc1 (stereo unspecified)
4. COc1ccc(C(NC(=O)CNC(C)=O)C(=O)Nc2ccc3c(c2)OCCO3)cc1 (stereo unspecified)
5. CCN1CCN(C(=O)CN(CC)S(=O)(=O)c2ccc(Cl)cc2)CC1
6. O=C(N/N=C/c1ccc([N+](=O)[O-])s1)c1ccccc1Br
Screen / compound no.	1	2	3	4	5	6
MT1-MMP txn act	1.2	1.2	1.5	1.1	1	x
ERa coact inh	25	4	5	9	-12	13
PLAP activator	0.8	0.9	1.5	0.9	1.2	1.2
Mac1 fbg enh	-6	-2	-1	x	-2	x
CD11b adhes inh	-5	16	12	x	8	x
FAK blocker	3	0	2	-4	0	5
ERa SRC1 pot	89	134	92[fluorescence artefact?]	105	116	89[fluorescence artefact?]
ERb SRC1 inh	19	-1	-5	3	15	15[fluorescence artefact?]
E coli WT exp	-5	-10	8	3	-2	9

7. O=C1NN(c2ccc(F)c(Cl)c2)C(=O)/C1=C\c1cccc(OC(=O)c2cccs2)c1
8. COc1cc(-c2nc(Cc3ccccc3Cl)no2)cc(OC)c1OC
9. CCN1CCN(C(=O)C2c3cc(OC)c(OC)cc3C(=O)N3CCc4ccccc4C23)CC1 (stereo unspecified)
10. Cc1noc(C)c1C(=O)NCc1ccccc1
11. Cc1nc(P(=O)(c2ccccc2)c2ccccc2)c(N2CCOCC2)o1
12. COc1cccc(-n2cc3c(c2-c2ccccc2)c(=O)n(C)c(=O)n3C)c1
Screen / compound no.	7	8	9	10	11	12
MT1-MMP txn act	1.2	1.1	1.1	1.1	1.1	1.1
ERa coact inh	27	-2	-10	0	-16	8
PLAP activator	1.4	1	1.3	0.9	1.4	1.4
Mac1 fbg enh	-4	2	x	-2	1	-1
CD11b adhes inh	-3	17	x	-24	2	-4
FAK blocker	-3	0	4	2	-1	-4
ERa SRC1 pot	77[fluorescence artefact?]	106	113	102	115	89
ERb SRC1 inh	4	4	-1	21	-8	-9[fluorescence artefact?]
E coli WT exp	1	-1	7	-2	0	-8

13. O=C(NC(Cc1ccccc1)C(=O)O)/C(=C\c1ccco1)NC(=O)c1ccc(Br)cc1 (stereo unspecified)
14. COC(=O)Cc1c(C)c2c(OCc3nn[nH]n3)cc(C)cc2oc1=O
15. COC(=O)C(C)Sc1nc2c(cnn2-c2ccc(C)cc2)c(=O)[nH]1 (stereo unspecified)
16. CNc1nc(N(C)C)nc(N(C)C)n1
17. COc1ccc(C2CC(c3c(-c4ccccc4)c4cc(Cl)ccc4[nH]c3=O)=NN2S(C)(=O)=O)cc1OC (stereo unspecified)
18. O=c1c(N2CCOCC2)nsn1Cc1ccccc1
Screen / compound no.	13	14	15	16	17	18
MT1-MMP txn act	x	1.2	1.2	1	1.1	1.1
ERa coact inh	x	9	-2	-1	69*	7[fluorescence artefact?]
PLAP activator	1.4	0.9	0.9	x	1.3	0.9
Mac1 fbg enh	-4	-6	x	x	43	-2
CD11b adhes inh	-4	1	x	x	-12	-7
FAK blocker	1	-4	4	-1	-2	4
ERa SRC1 pot	x	115	112	99	131	113
ERb SRC1 inh	x	14	0	-3[fluorescence artefact?]	43	-2[fluorescence artefact?]
E coli WT exp	-4	-3	3	x	-6	-1

Compounds 1–8, reprinted for reference:
1. Cn1nc(-c2ccc(Cl)cc2)c2cc(C(=O)NCc3ccco3)sc21
2. O=S(=O)(CCSc1nc2ccccc2s1)c1nc2ccccc2s1
3. Cc1ccc(S(=O)(=O)N2CCCCC2C(=O)N2CCN(Cc3ccccc3)CC2)cc1 (stereo unspecified)
4. COc1ccc(C(NC(=O)CNC(C)=O)C(=O)Nc2ccc3c(c2)OCCO3)cc1 (stereo unspecified)
5. CCN1CCN(C(=O)CN(CC)S(=O)(=O)c2ccc(Cl)cc2)CC1
6. O=C(N/N=C/c1ccc([N+](=O)[O-])s1)c1ccccc1Br
7. O=C1NN(c2ccc(F)c(Cl)c2)C(=O)/C1=C\c1cccc(OC(=O)c2cccs2)c1
8. COc1cc(-c2nc(Cc3ccccc3Cl)no2)cc(OC)c1OC
Screen / compound no.	1	2	3	4	5	6	7	8
MT1-MMP txn act	1.2	1.2	1.5	1.1	1	x	1.2	1.1
ERa coact inh	25	4	5	9	-12	13	27	-2
PLAP activator	0.8	0.9	1.5	0.9	1.2	1.2	1.4	1
Mac1 fbg enh	-6	-2	-1	x	-2	x	-4	2
CD11b adhes inh	-5	16	12	x	8	x	-3	17
FAK blocker	3	0	2	-4	0	5	-3	0
ERa SRC1 pot	89	134	92[fluorescence artefact?]	105	116	89[fluorescence artefact?]	77[fluorescence artefact?]	106
ERb SRC1 inh	19	-1	-5	3	15	15[fluorescence artefact?]	4	4
E coli WT exp	-5	-10	8	3	-2	9	1	-1

(next part)
19. O=C(COc1ccc2c3c(c(=O)oc2c1)CCC3)c1ccc2c(c1)OCO2
20. COc1ccccc1NC(=O)C1=C(C)Nc2nnnn2C1c1ccccn1 (stereo unspecified)
21. Cc1ccccc1NC(=O)CN1CCC(n2nnc3ccccc32)CC1
22. CC(C)(C)c1ccccc1OCCCCN1CCCC1
23. Cc1ccc(SC(C)C(=O)Nc2c(C)n(C)n(-c3ccccc3)c2=O)cc1 (stereo unspecified)
24. Clc1ccc(Oc2cnns2)c(Cl)c1
Screen / compound no.	19	20	21	22	23	24
MT1-MMP txn act	1	0.9	1.2	1.1	1.3	x
ERa coact inh	35[fluorescence artefact?]	-1	7	5	-4	-1
PLAP activator	1.1	0.9	1	1.4	1.1	1
Mac1 fbg enh	0	1	-2	-4	-3	-3
CD11b adhes inh	-5	5	6	-10	-3	7
FAK blocker	4	-1	-1	3	0	0
ERa SRC1 pot	179[fluorescence artefact?]	123	94	85[fluorescence artefact?]	113	46
ERb SRC1 inh	34[fluorescence artefact?]	-4	-2	-12	-5	2
E coli WT exp	-4	4	7	11	-8	24

25. COC(=O)c1cccc(NC(=O)CSc2nc(C)cc(=O)[nH]2)c1
26. COc1cc(C(=O)Nc2nc(N)n(-c3ccccc3)n2)cc(OC)c1OC
27. Cc1ccc(OCc2nnc(SCC(=O)C(C)(C)C)n2Cc2ccco2)cc1
28. CCOC(=O)CN1CC23C=CC(O2)C(C(=O)NC2CCCCC2)C3C1=O (stereo unspecified)
29. CCCc1nc(SCC(=O)NCc2ccco2)c2c(=O)n(C)c(=O)n(C)c2n1
30. O=C(COC(=O)c1cc(-c2ccco2)nc2ccccc12)NCc1ccccc1
Screen / compound no.	25	26	27	28	29	30
MT1-MMP txn act	1.1	1	1.2	x	1	x
ERa coact inh	31	1	-39	-2	32	x
PLAP activator	1.2	1	1.4	0.9	1	0.9
Mac1 fbg enh	-4	-2	-3	-2	-2	2
CD11b adhes inh	9	-12	-5	-1	2	-13
FAK blocker	-2	-1	-5	-3	-4	12
ERa SRC1 pot	58	126	101	114	86	x
ERb SRC1 inh	50*[fluorescence artefact?]	-8	-22	-3	14	x
E coli WT exp	2	-1	-12	5	-7	-7

31. O=C(NCCCN1CCCCC1)C1(S(=O)(=O)c2ccc(Cl)cc2)CC1
32. CCOc1ccccc1NC(=O)C1CC(=O)n2ncnc2N1 (stereo unspecified)
33. Cn1c(CCN2CCCCC2)nc2cc(NC(=O)C3CCCCC3)ccc21
34. CN(C)/C=C1\C(=O)N(c2ccc(Oc3ccccc3)cc2)CS1=O (stereo unspecified)
35. O=C(C1CCCN1C(=O)c1cccs1)N1CCN(Cc2ccc3c(c2)OCO3)CC1 (stereo unspecified)
36. O=C(Cn1c(-c2cscn2)nc2ccccc21)Nc1ccc2ccccc2c1
Screen / compound no.	31	32	33	34	35	36
MT1-MMP txn act	1.1	1	1	x	1.1	1.4
ERa coact inh	x	8	8	x	7[fluorescence artefact?]	19[fluorescence artefact?]
PLAP activator	1.2	0.8	1.1	1.1	x	0.9
Mac1 fbg enh	3	5	0	5	x	x
CD11b adhes inh	-18	-7	2	2	x	x
FAK blocker	-2	-2	x	-1	-4	0
ERa SRC1 pot	x	113	90	x	111	146
ERb SRC1 inh	x	-3	11	x	2	9[fluorescence artefact?]
E coli WT exp	0	-3	5	9	7	-7

37. COc1ccccc1-n1nnnc1S(=O)(=O)Cc1ccc(Cl)cc1
38. CC(C)CC(NC(=O)c1ccco1)C(=O)Nc1ccc2c(c1)OCCO2 (stereo unspecified)
39. CC1CCCC(C(=O)O)N1C(=O)CCSSCCC(=O)N1C(C)CCCC1C(=O)O (stereo unspecified)
40. CCN1CCN(C(=S)Nc2ccc(Cl)cc2)CC1
41. Cc1cccc(C)c1NC(=O)COC(=O)c1nonc1N
42. CCCNC(=O)NC(=O)COc1ccc2oc3ccccc3c2c1
Screen / compound no.	37	38	39	40	41	42
MT1-MMP txn act	1.3	1.5	1.2	1	1.1	x
ERa coact inh	0	3	-1	-6	-1	x
PLAP activator	1	1	1	1.2	1.1	0.8
Mac1 fbg enh	5	0	-2	5	-4	-2
CD11b adhes inh	-6	-12	-4	-10	-35	14
FAK blocker	x	-4	1	4	0	0
ERa SRC1 pot	107	89	106	127	88	x
ERb SRC1 inh	-6	1	3	-13	16	x
E coli WT exp	-9	0	2	13	-4	-3

43. COc1cc(-c2noc(-c3ccco3)n2)cc(OC)c1OC
44. CCOC(=O)c1sc2nc(NC(=O)COc3ccccc3)sc2c1C
45. Cc1ccc(C(=O)COC(=O)C2CC(=O)N(c3nc(-c4ccccc4)cs3)C2)cc1 (stereo unspecified)
46. O=C1NCCCC1C(=O)N1CCN(C(=O)c2ccco2)CC1 (stereo unspecified)
47. COc1ccc(C(=O)N2CCN(C(=O)CC(C)C)CC2)cc1OC
48. CCOCCCNC(=S)NNC(=O)CCn1nc(C)c(Br)c1C
Screen / compound no.	43	44	45	46	47	48
MT1-MMP txn act	1.2	1.1	x	1.2	1.1	x
ERa coact inh	-10	-2	x	-5	-5	x
PLAP activator	0.8	1.5	1.6	1.1	1	2.9*
Mac1 fbg enh	-2	10	-1	-4	-2	-2
CD11b adhes inh	-4	5	1	-4	1	-5
FAK blocker	x	-1	4	x	-2	-1
ERa SRC1 pot	134	124	x	108	132[fluorescence artefact?]	x
ERb SRC1 inh	-14	3	x	0	-6	x
E coli WT exp	-3	-12	-12	x	3	2

49. O=C(Cn1cnc2c(nnn2Cc2ccccc2F)c1=O)OCc1ccccc1
50. Cc1ccc(S(=O)(=O)Nc2ccc(S(=O)(=O)NC(C)(C)C)cc2)cc1
51. O=C(COc1ccc2ccccc2c1Br)N1CCOCC1
52. Cc1cccc(C)c1OCC(=O)NCc1nnc(SCC(=O)NC2CCCCC2C)n1C (stereo unspecified)
Screen / compound no.	49	50	51	52
MT1-MMP txn act	1.2	1.2	1.4	1.1
ERa coact inh	-36	-6	-12	2
PLAP activator	1	1.3	x	0.9
Mac1 fbg enh	-4	-2	x	3
CD11b adhes inh	2	0	x	-12
FAK blocker	-2	-2	-1	0
ERa SRC1 pot	98	108	118	100
ERb SRC1 inh	-21	4	0	-6
E coli WT exp	7	-7	1	-6
